Bioassay records from PubChem BioAssay.
GPR35 arrestin U2OS = inhibition of zaprinast-stimulated GPR35 beta-arrestin translocation – imaging, U2OS, beta-arrestin-GFP, zaprinast agonist, primary screen (AID 2058). U2OS GPR35 beta-arrestin-GFP translocation imaging, zaprinast antagonism; higher % means a stronger effect. inhibition, % at 10 µM; hits with a dose series show IC50 in µM. hit rate 0.052% among 290,000;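 active means inhibition of at least 50% with at least 30 cells and total cytoplasm GFP at most 10,000,000; inconclusive means under 30 cells or total GFP of 10,000,000 plus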
SIAH1 antagonists = Siah-1 peptide-binding antagonists, primary screen, biochemical, fluorescence polarization, rhodamine-plectin, uHTS (AID 1817); Siah-1 / rhodamine-plectin peptide fluorescence polarization; higher % means a stronger effect; one-dose displacement, % at 20 µM; IC50 in µM for titrated hits; hit rate 0.02% among 290,000;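 active means displacement of at least 50% at 20 µM, with a fluorescence ratio check between 0.3 and a set limit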;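 further: plate controls were Siah plus tracer with DMSO for no effect and tracer alone without Siah for full effect; strong numbers were not always called active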
KOR beta-arrestin-1 = kappa opioid receptor blockers – cell-based, luminescence, uHTS (AID 1778); KOR beta-arrestin recruitment, luminescence, antagonist mode; higher % means a stronger effect; inhibition, % at 10 µM; hits with a dose series show IC50 in µM; hit rate 0.091% among 290,000; in the data active means inhibition above about 50%; further: strong numbers were not always called active
NOD1 inhibition = NOD1 signaling inhibitors, primary screen, cell-based, luminescence, uHTS (AID 1578) | inhibition, % at 4 µM; hits with a dose series show EC50 in µM | NOD1-driven NF-kB luciferase reporter cells, luminescence; higher % means a stronger effect | hit rate 1% among 290,000; in the data active means inhibition mostly above about 36%, no sharp cut-off; inactive means mostly below about 34%;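 further: HEK-293T reporter cells stimulated with the NOD1 agonist gamma-tri-DAP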
KOR beta-arrestin-2 = kappa opioid receptor activators – cell-based, luminescence, uHTS, primary screen (AID 1777) | KOR beta-arrestin recruitment, luminescence; higher % means a stronger effect | one-dose activation, % at 10 µM; EC50 in µM for titrated hits | hit rate 0.02% among 280,000; in the data active means activation above about 50%, passing the limit was not always enough; further: a part of the inactive calls stands beside numbers as strong as those of hits
AID2073 = inhibitors of Mint1-CaV2.2 protein interaction, biochemical, HTRF (AID 2073) | HTRF protein-protein interaction, Mint1-CaV2.2; higher % means a stronger effect | inhibition, % at 20 µM, or IC50 in µM where a hit was titrated | hit rate 0.19% among 290,000; in the data active means inhibition mostly above about 51%, no sharp cut-off; inconclusive means no clear call, values can overlap the other calls; inactive means mostly below about 53%; further: some results filed as inactive read as strong as hits
GPR55 LPI antagonism = inhibition of LPI-stimulated GPR55 beta-arrestin translocation – imaging, U2OS, beta-arrestin-GFP, LPI agonist, primary screen (AID 2013) | U2OS GPR55 beta-arrestin-GFP translocation imaging, LPI antagonism; higher % means a stronger effect | hit rate 0.13% among 290,000 | inhibition, % at 10 µM, or IC50 in µM where a hit was titrated;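 active means spots per cell inhibited over 60%, with over 100 cells counted and total cytoplasm intensity under 500,000; inconclusive means wells with under 100 cells, flagged as likely toxic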;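 further: U2OS cells stably carrying GPR55 and arrestin-GFP stimulated by 5 µM LPI near EC80; imaged beta-arrestin-GFP aggregate spots per cell after agonist stimulation; plate controls were LPI-stimulated DMSO wells for no effect and DMSO wells without LPI for full effect; some results filed as inactive read as strong as hits; confirmed hits need IC50 under 10 µM and bright autofluorescent wells are also inconclusive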
HIV peptide binding = inhibitors of HIV fusion peptide binding, primary screen, biochemical, uHTS, fluorescence dequenching (AID 1986); hit rate 0.3% among 290,000; inhibition, % at 20 µM, or IC50 in µM where a hit was titrated; cell-free peptide binding, fluorescence dequenching, 30 min; higher % means a stronger effect; in the data active means inhibition mostly above about 52%, no sharp cut-off; inactive means mostly below about 76%; further: some results filed as inactive read as strong as hits
GPR55 activation = selective activators of receptor GPR55 – imaging, U2OS cells, beta-arrestin-GFP redistribution, primary screen (AID 1961); U2OS GPR55 beta-arrestin-GFP redistribution imaging; higher % means a stronger effect; one-dose activation, % at 10 µM; EC50 in µM for titrated hits; hit rate 0.048% among 290,000;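 active means activation above 40% with more than 50 cells counted in the well; inconclusive means wells holding fewer than 50 cells, flagged as toxic or sparse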;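 further: U2OS osteosarcoma cells stably expressing GPR55 and beta-arrestin-GFP; plate controls were DMSO negative control for no effect and LPI positive control for full effect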
Numbers without * were called inactive; ? = inconclusive; / = not tested or not shown; [ ] = another dose, or the depositor's remark.

no.	Structure	GPR55 LPI antagonism	AID2073	GPR55 activation	SIAH1 antagonists	GPR35 arrestin U2OS	KOR beta-arrestin-2	HIV peptide binding	KOR beta-arrestin-1	NOD1 inhibition
1	O=C(O)/C=C/C(=O)Nc1ccc(S(=O)(=O)Nc2nccs2)cc1	8%	9%	-0.1%	-4%	-6%	-2.2%	0.7%	-20%[20 µM]	-6%
2	COC(=O)CCC(=O)N1CCCC(CO)(Cc2ccccc2F)C1 (configuration not stated)	3%	3%	-0.3%	-5%	0%	1.4%	-0.8%	9%[20 µM]	-10%
3	O=C(CCCCn1c(=S)[nH]c2ccsc2c1=O)NCc1ccco1	17%	-52%	0.0%	-1%	-1%	0.8%	-0.9%	9%	10%
4	CCOC(=O)/C(=C/C=C/c1ccccc1)NC(=O)c1ccccc1	4%	-3%	-0.2%	0%	0%	5.5%	0.5%	12%	-16%
5	O=C(CSc1ccc(-c2ccco2)nn1)c1ccc(F)cc1	-2%	54%	0.4%	1%	9%	-3.0%	20%	13%	-20%
6	Cc1ccc(C(=O)Nc2ccc(C(=O)N3CCCCC3C)cc2)cc1 (configuration not stated)	9%	14%	-0.1%	8%	-16%	-2.9%	-0.8%	18%[20 µM]	-14%
7	Cc1ccc2nc(NC(=O)CN3C(=O)C4CC=CCC4C3=O)sc2c1 (configuration not stated)	-15%	6%	0.1%	2%	5%	-5.4%	2.8%	11%	-41%
8	Cc1ccc(/C=C(\C#N)C(=O)NC(C)c2ccccc2)o1 (configuration not stated)	2%	-4%	0.2%	5%	-6%	-4.5%	0.2%	2%	-15%
9	CCOC(=O)c1nn(-c2ccc3c(c2)OCCO3)cc1O	3%	24%	0.2%	6%	-9%	-1.3%	-2.0%	-4%	-48%
10	Cc1cccc(NC(=S)NC(C)(C)CC(C)(C)C)c1	12%	-13%	0.4%	4%	10%	3.4%	1.0%	-17%	-30%
11	CSc1nnc(-c2ccc(Br)s2)n1C	10%	-3%	-0.3%	-4%	3%	/	-2.5%	/	1%
12	COc1ccc(-c2nnn(CC(=O)N(CC(=O)NC3CCCC3)Cc3cccs3)n2)cc1OC	11%	6%	-0.3%	8%	12%	-1.4%	3.1%	-3%	-27%
13	Cc1noc(C)c1COC(=O)[C@H](C)NS(=O)(=O)c1ccc(Cl)c(Cl)c1	5%	6%	-0.2%	-3%	1%	-3.2%	7.2%	28%	-11%
14	Cc1ccc(S(=O)(=O)c2c(N)n(CCC(C)C)c3nc4ccccc4nc23)cc1	4%	8%	0.7%	1%	18%	3.7%	1.0%	-29%	11%
15	Cn1c(SCC#N)nnc1-c1cnccn1	5%	-3%	-0.1%	13%	-19%	-2.9%	0.2%	13%	-10%
16	FC(F)(F)c1ccc(C2[C@H]3CN(Cc4cccnc4)[C@H](c4ccccc4)C34CC2(c2ccccc2)C4)cc1 (some centres not stated)	-9%	-1%	0.4%	-8%	17%	3.5%	1.1%	-10%	-6%
17	Cc1ccc(S(=O)(=O)NC2=C(N3CCN(c4ccccc4F)CC3)C(=O)c3ccccc3C2=O)cc1	3%	16%	-0.1%	3%	3%	12%	5.0%	-10%	33%
18	O=S(=O)(Nc1ccc2cn[nH]c2c1)c1ccc(Cl)cc1	16%	-4%	-0.2%	-1%	0%	2.5%	3.2%	-36%	-12%
19	O=c1cc(CSc2nc(NCc3ccccc3)c3ccccc3n2)nc2ccc(Cl)cn12	-13%	4%	0.5%	-2%	-12%	-0.7%	0.4%	12%	13%
20	CCCc1nnc(NC(=O)CC(=O)Nc2ccccc2C(=O)O)s1	-1%	2%	-0.1%	-1%	-5%	6.5%	4.1%	-4%	22%
21	CCC(C)c1ccc(NC(=O)CSc2nncn2N)cc1 (configuration not stated)	-5%	-4%	0.2%	-3%	-10%	0.4%	-1.3%	-8%	-12%
22	CCOc1ccc(-n2c(=O)c3c4c(sc3n(CC(=O)NCC3CCCO3)c2=O)CCCC4)cc1 (configuration not stated)	-2%	-4%	-0.1%	2%	-14%	-3.6%	-1.2%	17%	-31%
23	COc1cc(C(=O)Nc2nccs2)cc(OC)c1OC	-1%	2%	-0.2%	0%	-4%	4.2%	1.0%	20%	-30%
24	Cc1ccc(-c2nc3sc(C(N)=O)c(N)c3c3c2CCCC3)cc1	5%	-12%	0.5%	1%	-20%	15%	-0.1%	-10%	38%
25	COCc1nnc(NC(=O)CCc2ccccc2)s1	-6%	4%	-0.2%	-2%	3%	1.9%	2.4%	9%	-26%
26	CCCc1nc2ccccc2c(C(=O)OC(C)C(=O)NCc2ccc3c(c2)OCO3)c1CC (configuration not stated)	5%	4%	0.6%	6%	2%	1.1%	1.6%	-14%	-22%
27	COc1ccc(-c2nsc3c(N4CCN(C(=O)c5ccco5)CC4)ncnc23)cc1	14%	21%	-0.1%	0%	-9%	-0.6%	-1.7%	16%	51%
28	CC(OC(=O)CN1C(=O)C2CC=CCC2C1=O)C(=O)Nc1ccc(F)cc1Cl (configuration not stated)	-4%	-5%	-0.1%	-2%	-5%	3.5%	1.7%	-12%	-14%
29	C/C(=N\O)c1ccc2c3ccccc3n(C)c2c1	5%	0%	0.3%	3%	6%	1.9%	-2.8%	-12%	-48%
30	COC(=O)c1cc(OC)c(OC)cc1NC(=O)c1ccco1	4%	4%	-0.3%	-4%	-2%	-5.0%	2.5%	-38%	-40%

Reprinted: entries 1–5
no.	Structure	GPR55 LPI antagonism	AID2073	GPR55 activation	SIAH1 antagonists	GPR35 arrestin U2OS	KOR beta-arrestin-2	HIV peptide binding	KOR beta-arrestin-1	NOD1 inhibition
1	O=C(O)/C=C/C(=O)Nc1ccc(S(=O)(=O)Nc2nccs2)cc1	8%	9%	-0.1%	-4%	-6%	-2.2%	0.7%	-20%[20 µM]	-6%
2	COC(=O)CCC(=O)N1CCCC(CO)(Cc2ccccc2F)C1 (configuration not stated)	3%	3%	-0.3%	-5%	0%	1.4%	-0.8%	9%[20 µM]	-10%
3	O=C(CCCCn1c(=S)[nH]c2ccsc2c1=O)NCc1ccco1	17%	-52%	0.0%	-1%	-1%	0.8%	-0.9%	9%	10%
4	CCOC(=O)/C(=C/C=C/c1ccccc1)NC(=O)c1ccccc1	4%	-3%	-0.2%	0%	0%	5.5%	0.5%	12%	-16%
5	O=C(CSc1ccc(-c2ccco2)nn1)c1ccc(F)cc1	-2%	54%	0.4%	1%	9%	-3.0%	20%	13%	-20%

Next part:
no.	Structure	GPR55 LPI antagonism	AID2073	GPR55 activation	SIAH1 antagonists	GPR35 arrestin U2OS	KOR beta-arrestin-2	HIV peptide binding	KOR beta-arrestin-1	NOD1 inhibition
31	O=C(COc1ccc2ccccc2c1)N1CCN(c2ccccc2O)CC1	-6%	?	-0.2%	0%	-9%	6.0%	-0.4%	16%	-16%
32	Cc1ccc(-c2n[nH]c(=S)n2/N=C/c2cccn2C)cc1	20%	-39%	0.7%	1%	6%	2.6%	2.4%	-31%	-51%
33	O=C(NNC(=O)c1ccccc1F)c1ccc2[nH]c(=O)c(=O)[nH]c2c1	-2%	-2%	-0.1%	-3%	-20%	3.5%	-0.9%	-2%	-35%
34	N#CCC(=O)Nc1ccc(C(F)(F)F)cc1N1CCOCC1	-1%	22%	-0.4%	-2%	1%	-0.2%	-1.1%	-41%	-15%
35	CS(=O)(=O)c1ccc(Cl)c(NC(=O)COC(=O)CNC(=O)c2ccccc2)c1	13%	16%	0.2%	8%	-16%	2.0%	0.5%	-20%	-25%
36	NS(=O)(=O)c1ccc(CNC(=O)c2cc(-c3cccnc3)nc3ccc(Cl)cc23)cc1	0%	10%	0.3%	8%	-5%	-3.8%	0.6%	11%	-27%
37	Cc1cc(=O)oc2cc(OCC(=O)N3c4ccccc4CC3C)ccc12 (configuration not stated)	-8%	29%	0.0%	-3%	9%	4.9%	2.3%	-44%	7%
38	Cc1nnc(NC(=O)CSc2nccn2Cc2ccccc2)s1	-1%	?	-0.1%	-2%	-1%	0.3%	0.9%	-7%	-1%
39	COc1ccc(C(=O)NCCNc2ccc([N+](=O)[O-])cn2)cc1	3%	4%	0.2%	3%	3%	-2.3%	1.8%	13%	-11%
40	Cc1ccccc1NC(=O)CCC(=O)OCC(=O)c1cccc([N+](=O)[O-])c1	-3%	2%	-0.1%	11%	9%	-11%	0.7%	-2%[20 µM]	-31%
41	CCOC(=O)/C(C#N)=C/c1ccc(N2CCCCC2)cc1	14%	8%	-0.1%	9%	16%	/	10%	18%[20 µM]	-7%
42	COc1ccc(S(=O)(=O)N2CC(O)C[C@H]2C(=O)OCC(=O)N2CCCCCC2)cc1 (some centres not stated)	1%	6%	0.0%	4%	-13%	-0.5%	-0.7%	6%	-17%
43	COc1ccc(CN(C)c2ncnc(N)n2)cc1	-14%	-2%	0.7%	-4%	5%	-3.4%	1.3%	-14%	-10%
44	O=S(=O)(N1CCCCCC1)N1CCN(S(=O)(=O)N2CCOCC2)CC1	16%	-8%	-0.2%	2%	-10%	-4.6%	1.1%	-10%	-12%
45	CC(C)(C)S(=O)(=O)c1ccsc1C(=O)O	12%	2%	-0.2%	-4%	13%	10%	-1.5%	16%	-2%
46	CC1CCc2c(sc3nc(CN4CCN(S(=O)(=O)c5ccccc5[N+](=O)[O-])CC4)[nH]c(=O)c23)C1 (configuration not stated)	2%	16%	-0.1%	1%	-9%	0.0%	1.7%	22%	-19%
47	O=C(CN1CCN(c2ccccn2)CC1)Nc1ccc(Cl)c(C(F)(F)F)c1	3%	8%	-0.2%	0%	8%	1.7%	-1.8%	-42%	7%
48	Cc1ccc(-c2csc(NC(=O)c3cccc([N+](=O)[O-])c3)n2)cc1	-4%	0%	-0.2%	16%	2%	2.5%	0.8%	-69%	-7%
49	O=C1NC2(CCCCC2)C(=O)N1Cc1cc(=O)n2ccsc2n1	-7%	24%	-0.2%	2%	15%	2.3%	1.8%	-17%	-35%
50	COc1cccc2c1C(CO)N1C(C#N)C3CC(C(=O)O)C(C1C2)N3C (configuration not stated)	1%	4%	-0.2%	5%	-1%	-2.7%	1.2%	25%	102%*

An excerpt. The share of hits here may be higher or lower than overall.
